MsrA act: activators of bovine methionine sulfoxide reductase A; purified bovine MsrA, absorbance read-out; activation, % at 10.6 µM; hit rate 0.3% among 360,000; AID 602163; in the data active = activation above about 7.5%;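 also: 0% = vehicle and 100% = reference activator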
MT1-MMP act inh: MT1-MMP (human) activation inhibition | P50281 | HT1080 RFP-PRO-GFP cells, GFP/RFP ratio fluorescence, overnight; percent of plate control window, DMSO zero | GFP/RFP ratio change, % at 20 µM | hit rate 0.061% among 360,000 | AID 651647;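 active = GFP/RFP ratio change of at least 30% with cell ATP level not reduced by more than half and red fluorescence within 50% of control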; also: strong numbers were not always called active
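Material: RFP-PRO-GFP reporter HT1080 cells. Dosing: single-point 20 µM compound, 1% DMSO. Controls: DMSO and RFP-L50D-GFP cell wells. Timing: cells overnight before dosing, compound overnight, 37 °C, 5% CO2. Measure: GFP/RFP fluorescence ratio.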
MsrA inhibitor: inhibits bovine methionine sulfoxide reductase A; purified bovine MsrA, absorbance read-out; inhibition, % at 15.5 µM; hit rate 0.75% among 360,000; in the data active = inhibition above about 4.5%;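 also: 0% = vehicle wells with enzyme and 100% = reference inhibitor wells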
SKN-1 block: C. elegans SKN-1 inhibition; C. elegans VP596 Pgst-4::GFP/RFP ratio, acrylamide-induced, 24 h; inhibition, % at 21.8 µM; hit rate 0.49% among 360,000;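 active = interference check ratio from 0.5 to 1.5 plus GFP to RFP signal ratio inhibition reaching or exceeding a fixed threshold, cut at about 30% in these data, passing the limit was not always enough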; also: some compounds called inactive have numbers as strong as hits
eLon inh: E. coli protease La inhibition; purified E. coli Lon protease, fluorescence polarization; inhibition, % at 7.94 µM; hit rate 0.42% among 360,000; AID 602123; in the data active = inhibition above about 13%, passing the limit was not always enough;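 also: 0% = enzyme with probe and DMSO and 100% = no enzyme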
NRP1-CendR mod: alters CendR peptide binding to human NRP-1; AID 602438; inhibition, % at 25 µM; hit rate 0.85% among 360,000; FAM-RPARPAR peptide binding to NRP-1, fluorescence polarization;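 active = inhibition or corrected inhibition above about 18%, plus a signal ratio from 0.5 to 1.5, limit read from the data, passing the limit was not always enough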; also: strong numbers were not always called active
Target sequence (O14786 whole entry, looked up): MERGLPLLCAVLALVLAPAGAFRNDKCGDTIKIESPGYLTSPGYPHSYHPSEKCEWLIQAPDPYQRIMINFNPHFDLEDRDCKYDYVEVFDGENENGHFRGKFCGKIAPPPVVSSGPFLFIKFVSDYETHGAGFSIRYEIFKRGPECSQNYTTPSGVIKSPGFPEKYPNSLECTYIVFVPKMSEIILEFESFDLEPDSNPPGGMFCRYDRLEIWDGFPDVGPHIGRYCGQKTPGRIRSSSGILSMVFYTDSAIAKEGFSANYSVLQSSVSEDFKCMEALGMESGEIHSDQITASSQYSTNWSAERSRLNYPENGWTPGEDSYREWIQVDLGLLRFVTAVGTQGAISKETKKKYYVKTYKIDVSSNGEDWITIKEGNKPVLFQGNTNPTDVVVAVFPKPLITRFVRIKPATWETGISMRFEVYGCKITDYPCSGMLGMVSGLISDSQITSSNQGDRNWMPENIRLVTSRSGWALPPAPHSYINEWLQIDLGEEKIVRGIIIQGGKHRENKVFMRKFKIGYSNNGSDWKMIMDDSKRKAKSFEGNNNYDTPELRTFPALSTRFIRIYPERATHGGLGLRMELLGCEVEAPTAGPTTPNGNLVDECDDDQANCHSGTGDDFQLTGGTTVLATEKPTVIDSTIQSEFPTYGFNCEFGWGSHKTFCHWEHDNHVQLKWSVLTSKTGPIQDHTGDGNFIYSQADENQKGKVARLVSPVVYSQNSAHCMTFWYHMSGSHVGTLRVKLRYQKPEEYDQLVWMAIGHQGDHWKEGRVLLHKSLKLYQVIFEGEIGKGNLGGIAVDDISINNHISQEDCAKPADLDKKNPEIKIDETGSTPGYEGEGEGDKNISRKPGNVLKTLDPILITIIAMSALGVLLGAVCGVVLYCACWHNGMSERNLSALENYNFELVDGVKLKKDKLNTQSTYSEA
Tb MetRS inh: Trypanosoma brucei MetRS inhibition; purified T. brucei MetRS, ATP depletion, Kinase-Glo luminescence; inhibition, % at 11.9 µM; hit rate 0.4% among 360,000; AID 624268;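 active = inhibition above a per-plate cutoff of the control wells' mean inhibition plus 3 SD, cut at about 5.5% in these data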;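 also: 0% = DMSO wells median and 100% = median of wells with control inhibitor compound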
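Test system – parasite MetRS enzyme · Reagent – substrates ATP, L-methionine and bulk Escherichia coli tRNA · Doses – 11.9 µM compound single dose, 0.9% DMSO · Times – 15 min enzyme-compound preincubation, 2 h reaction, 10 min detection, 25 °C · Signal – Kinase-Glo luminescence, ATP depletion format · Controls – DMSO-only wells as low control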
MLLE-PAM2 inh: blocks PAM2 peptide binding to the PABP1 MLLE domain; GST-MLLE / FITC-PAM2 fluorescence polarization; inhibition, % at 20 µM; hit rate 0.36% among 360,000; in the data active = inhibition above about 35%, passing the limit was not always enough;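 also: plate controls were DMSO wells with GST-MLLE for no effect and wells lacking GST-MLLE protein for full effect; some results filed as inactive read as strong as hits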
FAS-TE inh: blocks the thioesterase domain of human fatty acid synthase | P49327 | inhibition, % at 15 µM | hit rate 0.67% among 360,000 | recombinant FAS-TE, OMFH fluorogenic substrate, fluorescence endpoint;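 active = compounds whose normalised, plate-corrected inhibition of enzyme fluorescence in the single-dose primary screen is 50% or more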;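 also: 0% = DMSO with enzyme and 100% = substrate without enzyme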
The depositor's hits bear a star; i = inactive; nt = not tested or not shown; + = active, no number.

SMILES | MsrA act | MT1-MMP act inh | MsrA inhibitor | SKN-1 block | eLon inh | NRP1-CendR mod | Tb MetRS inh | MLLE-PAM2 inh | FAS-TE inh
Cc1ccc(NS(=O)(=O)c2ccc(C)c(C(=O)NCC(c3ccccc3)N(C)C)c2)cc1 (stereo not given) | -3 | 2 | -0.1 | 9 | 2 | 6 | -0.5 | 15 | 12
N/C(=N/OCC(=O)Nc1cccc2ccccc12)c1nonc1N | -9 | 8 | -0.7 | -15 | 0 | 13 | -0.3 | 11 | -3
O=C(Nc1cccc(-c2csc(Nc3cccc(C(F)(F)F)c3)n2)c1)c1ccccc1 | 0 | 7 | 0.5 | 17 | -5 | -6 | -0.2 | 1 | 35
Cc1ccc2cc3cc(C(=O)NCc4ccco4)oc3nc2c1 | -10 | 4 | 3.4 | -7 | -13 | -17 | -0.1 | 7 | 0
CC(C)c1ccc(Nc2ccc(C(=O)O)cc2[N+](=O)[O-])cc1 | -11 | nt | -0.5 | -12 | 9 | 12 | -1.1 | -9 | -1
CCOc1cc(CN2CCN(c3ncccn3)CC2)ccc1OC | -6 | 4 | -0.3 | -21 | -9 | -2 | -0.3 | 7 | -4
Cc1ccc2c(c1)[C@H]1[C@H](CO2)[C@H](c2ccccc2)[C@]2(C)C(=O)N(Cc3ccco3)CC(=O)N12 | 0 | -4 | -1.4 | -2 | -3 | -15 | -0.3 | 1 | 9
Oc1ccc(/C=N/Nc2nccnc2Cl)cc1 | -3 | 2 | 4.1 | 9 | -1 | 0 | -1.9 | -3 | -5
COCc1c(C(=O)N/N=C/C2CC=CCC2)nnn1-c1nonc1N (stereo not given) | -4 | 2 | -0.5 | 3 | 5 | -6 | 0.7 | 4 | -10
CN(C)c1nc(=S)nc(NCc2ccccc2)[nH]1 | 5 | -1 | 1.5 | -3 | 8 | 2 | 0.2 | 33 | -4
O=C(CS(=O)(=O)c1c[nH]c2ccccc12)N1CCCCCC1 | -2 | 3 | -1.2 | -1 | 1 | 18 | 1.1 | 4 | -3
CCOC(=O)N1CCN(C(=O)/C(=C/c2ccc(Cl)cc2)NC(=O)c2ccccc2)CC1 | -9 | 10 | 1.3 | -9 | -2 | -4 | -0.2 | -9 | 8
Cc1ccc(NC(=S)N2CCN(S(C)(=O)=O)CC2)cc1C | -1 | 2 | -0.4 | -1 | 9 | -3 | 0.1 | -47 | -6
CCc1cc(C(=O)Nc2ccc(S(=O)(=O)NC3=NCCCCC3)cc2)sc1C | -3 | -1 | -1.0 | -20 | -10 | -6 | 0.1 | -21 | 0
Cc1ccc(S(=O)(=O)NC(=O)c2ccc(F)cc2)c(C)c1 | -5 | 0 | -0.9 | 5 | 5 | 16 | 0.3 | 5 | -3
Cc1nn(C2CCS(=O)(=O)C2)c(Cl)c1/C=C/C(=O)OCC(=O)Nc1ccc2c(c1)OCO2 (stereo not given) | 1 | 3 | 0.6 | -1 | -7 | -27 | 1.4 | -36 | -2
Cc1ccc(C(=O)Nc2ccc(Br)cc2)cc1S(=O)(=O)Nc1ccccn1 | -3 | 2 | 1.3 | 3 | -4 | -7 | 0.1 | -5 | -9
Cc1ccc(C)c(NC(=O)CN(C)C(=O)c2ccc(COc3ccccc3)cc2)c1 | -1 | 3 | 0.2 | 8 | -1 | -8 | -0.3 | -24 | 6
C=CCOc1c(Br)cc(CNCCCN2CCOCC2)cc1OC | -9 | 6 | -1.2 | -1 | -1 | -6 | -1.5 | 11 | -2
Cc1nc2ccccc2c(=O)n1-c1ccc(NS(=O)(=O)c2ccc(F)cc2F)cc1 | -9 | 3 | -0.8 | -2 | -2 | 3 | -0.2 | 4 | -3
Cc1c(Cc2ccccc2)c(=O)oc2cc(O)cc(O)c12 | -11 | 7 | 1.7 | 3 | -2 | -3 | -0.6 | 12 | 8
CCOc1ccc(S(=O)(=O)N2CCC(C(=O)NCc3cccnc3)CC2)cc1C | -7 | 6 | -0.6 | -7 | -1 | 10 | -0.7 | 0 | -6
CCOC(=O)c1c(C)[nH]c(C)c1S(=O)(=O)N(C)CC(=O)NCc1ccc(C)cc1 | 1 | -3 | -1.2 | 14 | 3 | 13 | -0.5 | 0 | -2
Cc1ccc(C)c(Cn2c(=O)c3c(nc4n3CCN4Cc3ccco3)n(C)c2=O)c1 | -4 | 7 | -0.2 | -19 | -5 | 0 | -1.5 | 1 | 6
CCC(C)Sc1nc2c(cnn2-c2ccc(C)c(C)c2)c(=O)[nH]1 (stereo not given) | -1 | -1 | 0.2 | -7 | -8 | -3 | 0.3 | -2 | -3
CCN1CCN(C(c2nnnn2Cc2ccc3c(c2)OCO3)C(C)C)CC1 (stereo not given) | 0 | 1 | 0.6 | -11 | 0 | 7 | -0.1 | -4 | -6
CCOC(=O)C1CCN(C(=O)COC(=O)c2nn(C)c(=O)c3ccccc23)CC1 | -11 | -1 | -0.2 | 5 | 10 | -5 | -0.5 | -14 | -8
COc1ccc(CNC(=S)NCc2ccc(Cl)cc2)cc1OC | -2 | 2 | -0.8 | 15 | -3 | 5 | 0.0 | -94 | -1
O=C(NCc1cccnc1)C1CC(=O)N(c2ccc(Cl)cc2)C1 (stereo not given) | 2 | 0 | -0.6 | 18 | 4 | 11 | 1.7 | -9 | -5
C=CCNC(=S)NNC(=O)c1csc(C)c1C | -7 | -1 | -0.3 | -3 | 0 | -2 | -0.1 | -15 | -11
O=C(Nc1ccccc1C(=O)OC1CCOC1=O)c1ccco1 (stereo not given) | -4 | 2 | -0.3 | 3 | -2 | 6 | -0.8 | -1 | -7
CC(NC(=O)Cc1ccc(Br)cc1)c1ccccc1 (stereo not given) | -3 | -2 | 0.5 | 2 | -3 | -4 | -1.3 | 12 | 0
Cc1ccc(-n2c(=O)[nH]c3c(oc4ccccc43)c2=O)cc1 | -2 | 1 | 0.6 | -1 | 1 | 0 | 0.1 | 9 | -7
CN1C(=O)NC(NC(=O)c2ccco2)(C(F)(F)F)C1=O (stereo not given) | 1 | 0 | 0.1 | -2 | -10 | -6 | -0.9 | 5 | -11
Cc1ccc(NC(=O)C2CCN(S(=O)(=O)c3ccc4c(c3)C(C)(C)C(=O)N4C)CC2)c(C)c1 | -6 | 6 | -1.5 | -2 | 2 | -6 | -1.0 | 4 | -4
Cc1cc(S(=O)(=O)N2CCN(C(=O)CCC(=O)N3CCOCC3)CC2)ccc1Br | -1 | -3 | -1.8 | 8 | -1 | 0 | 1.7 | -10 | -4
O=C(Nc1ccc(N2CCOCC2)cc1N1CCOCC1)c1ccc(Cl)cc1 | -1 | -4 | -0.4 | 13 | -4 | 0 | 0.0 | -5 | -1
Cc1nnc(SCc2ccc(Cl)cc2)nc1/C=C/N(C)C | 0 | 0 | 0.7 | 10 | -7 | -1 | 0.5 | 5 | 6
COc1ccc(NC(=O)CN2CCN(CC(=O)Nc3ccc(F)cc3)CC2)c(OC)c1 | -4 | 1 | 0.0 | -7 | -2 | 10 | -1.2 | 4 | 1
Nc1ncnc(NCc2ccccc2)c1[N+](=O)[O-] | -10 | -9 | 4.9* | -8 | 2 | -2 | -1.2 | 13 | -11

The final 3 records of the part before open the next one.
SMILES | MsrA act | MT1-MMP act inh | MsrA inhibitor | SKN-1 block | eLon inh | NRP1-CendR mod | Tb MetRS inh | MLLE-PAM2 inh | FAS-TE inh
Cc1nnc(SCc2ccc(Cl)cc2)nc1/C=C/N(C)C | 0 | 0 | 0.7 | 10 | -7 | -1 | 0.5 | 5 | 6
COc1ccc(NC(=O)CN2CCN(CC(=O)Nc3ccc(F)cc3)CC2)c(OC)c1 | -4 | 1 | 0.0 | -7 | -2 | 10 | -1.2 | 4 | 1
Nc1ncnc(NCc2ccccc2)c1[N+](=O)[O-] | -10 | -9 | 4.9* | -8 | 2 | -2 | -1.2 | 13 | -11
O=C(NCCCc1ccccc1)C1CCC(=O)N(Cc2ccc(Cl)cc2)C1 (stereo not given) | -1 | -6 | 0.4 | 4 | 11 | 12 | -0.7 | 5 | 5
CCCc1c(C(=O)NNc2cccc(Cl)c2)cnn1-c1ccccc1 | -2 | -3 | -1.8 | 6 | -7 | 3 | 2.3 | 12 | 14
CC(O)CNc1nc2ccccc2n1CC(=O)N1CCN(Cc2ccccc2)CC1 (stereo not given) | 0 | 3 | 1.3 | -6 | -5 | 8 | -0.1 | 0 | -5
Cc1cccc(N(C(=O)Cn2nnc3ccccc32)C(C(=O)NC(C)(C)C)c2ccsc2)c1C (stereo not given) | -6 | 4 | -1.2 | 19 | -4 | 15 | -0.4 | 3 | -4
O=c1cc(-c2ccco2)oc2c1ccc1ccccc12 | -5 | -17 | 4.1 | 0 | -6 | -22 | -2.0 | -28 | -7
Cc1ccc(S(=O)(=O)N2CCOCC2)cc1NC(=O)Cn1c(=O)ccn(Cc2ccccc2)c1=O | 7 | -3 | -0.1 | -3 | -7 | -5 | -0.6 | -63 | -3
COc1cc(O)c(C(CC(=O)N2CCCC(C)C2)c2ccc(N(C)C)cc2)c(OC)c1 (stereo not given) | -2 | 5 | 2.6 | -7 | -2 | 16 | -0.4 | -5 | 9
Cc1ccc2oc(=O)c3cnn(CC(=O)Nc4cc(-c5cccc(F)c5)no4)c3c2c1 | -1 | 5 | 0.3 | 6 | -7 | -22 | -0.2 | -13 | -2
CC1(c2ccc(OC(F)F)cc2)NC(=O)N(CC(=O)Nc2ccc(OC(F)F)cc2)C1=O (stereo not given) | -2 | 3 | 0.1 | 4 | -5 | 18* | -0.1 | -6 | 17
Cc1oc2c(C)c(O)ccc2c(=O)c1-c1cnn(-c2ccccc2)c1 | 1 | 5 | -0.3 | 3 | 4 | -3 | 0.2 | 7 | 0
CCCc1cc(=O)n2[nH]c(C(F)(F)F)nc2n1 | -4 | 1 | 0.2 | 14 | -10 | 0 | -0.8 | -14 | -6
C/C(=N\NC(=O)Cc1ccc(Cl)cc1)c1ccccc1O | -3 | 6 | -0.9 | -5 | 5 | 3 | -0.5 | -25 | 18
C1=C(c2ccc(-c3ccccc3)cc2)Nc2ncnn2C1c1ccco1 (stereo not given) | -3 | -175 | 0.3 | -23 | + | 144 | -0.7 | i | -219
O=C(CSc1ncnc2c1cnn2-c1ccccc1)NCC1CCCO1 (stereo not given) | -2 | 0 | 0.4 | -4 | -8 | -6 | -0.7 | 2 | 16
C=C1/C=C(\C)C(C)(O)CC(O)CC(=O)C(O)C(O)C(C)CC(C)OC(=O)/C(C)=C/CC/C=C/C(OC)C(O)CC(C)C1 (stereo not given) | 1 | 1 | nt | 5 | 6 | -1 | 0.0 | -12 | -10
O=C(NC1CCCc2c1cnn2-c1ccc(F)cc1F)c1ccccc1N1CCOCC1 (stereo not given) | -3 | -4 | -0.7 | 10 | -19 | 6 | -0.4 | 1 | -2
COc1ccc(-c2nc3ccccn3c2Cl)cc1 | -8 | 2 | 2.6 | 4 | 0 | -1 | -1.8 | -3 | -1
O=C(Nc1ccccn1)c1ccc(COc2ccccc2Cl)o1 | -3 | 1 | 0.1 | 17 | -3 | 2 | -1.5 | 6 | 15
O=C(COC(=O)Cc1ccc(Br)cc1)Nc1c(F)c(F)c(F)c(F)c1F | 0 | 3 | -0.1 | 7 | -5 | 2 | 0.4 | -11 | 50

Screening results from PubChem.
